Screening results from PubChem.
K1F lysis inhibition: inhibition of K1F phage lysis, E. coli UTI89, bacterial capsule biogenesis inhibitors, alamar blue (AID 488966) | E. coli UTI89 K1F phage lysis, alamar blue, 2 h; higher % means a stronger effect | one-dose inhibition, % at 100 µM; IC50 in µM for titrated hits | 340,000 tested, 0.02% active;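 active = phage lysis inhibition, versus mean bacterial control, above a set limit; inconclusive = no clear call, values can overlap the other calls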;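 note: capsule biogenesis inhibitors block K1F phage lysis so surviving cells raise fluorescence; higher fluorescence means more inhibition of phage lysis; actives were called in the ten point dose series up to 300 µM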
Dengue-2 NS5 capping: Dengue-2 NS5 methyltransferase inhibitors, primary screen, biochemical, confirmation dose response (AID 588689); inhibition, % at 25 µM; hits with a dose series show IC50 in µM; Dengue-2 NS5 methyltransferase capping enzyme assay, biochemical; higher % means a stronger effect; 340,000 tested, 0.3% active; in the data active = a potency from the dose series; inconclusive = inhibition above about 29% without an active follow-up result
SV40 large T antigen: SV40 large T antigen inhibitors, biochemical (AID 1903); 310,000 tested, 0.39% active; SV40 large T antigen ATPase/helicase inhibition assay; higher % means a stronger effect; inhibition, % at 20 µM; hits with a dose series show IC50 in µM; in the data active = a potency from the dose series; inconclusive = inhibition mostly from about 32% at the one dose, without a potency; inactive = the rest, 99 in 100 with inhibition below about 32%; note: strong numbers were not always called active
West Nile antiviral: inhibition of WNV-induced cytopathic effect – cell-based, CPE readout (AID 1621); West Nile virus-infected cells, CPE inhibition; higher % means a stronger effect; CPE inhibition, % at 10 µM, or IC50 in µM where a hit was titrated; 290,000 tested, 0.02% active; in the data active = a potency from the dose series; inconclusive = CPE inhibition mostly from about 3.7% at the one dose, without a potency; inactive = the rest, 99 in 100 with CPE inhibition below about 2.2%; note: strong numbers were not always called active
Dengue-2 NS5 capping pilot replicate: further read-out of Dengue-2 NS5 capping, marked with its call; inhibition, %; measured here: pilot screen replicate inhibition
* hit, by the source's call; ? = inconclusive; . = not tested or not shown; [ ] = dose if it differs, or a comment. The list is partial, so the mix of outcomes need not match the whole.

SMILES | K1F lysis inhibition | Dengue-2 NS5 capping | SV40 large T antigen | West Nile antiviral | others
CCc1cc2c(=O)c(-c3nc4ccccc4n3C)coc2c(CN2CCC(C)CC2)c1O | 0.2% | -10% | . | -0.2%
COc1ccc(NC(=O)CN2CCN(CC(=O)Nc3ccccc3OC)CC2)c(OC)c1 | 0.1% | 7% | . | -0.2%
COc1ccc(NC(=S)NC(=O)c2ccccc2)cn1 | 0.2% | -3% | . | -0.8%
CN1CCN(C(=O)CN(C2CCCCC2)S(=O)(=O)c2ccccc2)CC1 | 0.6% | -2% | . | -0.2%
CC(=O)NS(=O)(=O)c1ccc(NC(=O)c2ccc3c(c2)OCO3)cc1 | 0.3% | -1% | . | -0.3% | Dengue-2 NS5 capping pilot replicate=2.4
O=C(Nc1cccc(O)c1)c1cccc(S(=O)(=O)N2CCCCCC2)c1 | 0.1% | -6% | . | 0.8%
O=C(CN1CCC(NC(=O)C2CCCCC2)CC1)Nc1cccc(F)c1 | 0.1% | -2% | . | -0.6%
COc1ccccc1N(CC(=O)NC1CCCC1)C(=O)CCCC(=O)Nc1ccccn1 | 1.5% | -4% | . | -0.3%
Cc1nc(N2CCN(Cc3ccc4c(c3)OCO4)CC2)[nH]c(=O)c1C | 0.1% | 4% | . | 0.0%
O=C(CCc1ccccn1)N1CCCC(N2CCN(c3ccc(F)cc3)CC2)C1 (centres undefined) | 0.0% | 5% | . | 0.8%
COc1cc(/C=C\C(=O)O)cc(S(=O)(=O)N2CCCCCC2)c1OC | -0.1% | 1% | . | 0.9%
O=C(CCN1C(=O)c2ccccc2S1(=O)=O)Nc1ccccc1F | 1.4%[50 µM] | -6% | . | -0.3%
CCc1cc(CNC(=O)C2CCC(=O)N(CCc3cccc(F)c3)C2)on1 (centres undefined) | 1.2%[50 µM] | 3% | . | -0.4%
Cc1ccc2nc(CCCc3nc4ccc(C)cc4[nH]3)[nH]c2c1 | 4.5% | -10% | . | -1.4%
CN(C)c1cccc(NC(=O)NC2(C)CCS(=O)(=O)C2)c1 (centres undefined) | 0.2% | 1% | . | 1.2%
COc1cccc(NC(=O)CSc2nnnn2C2CCCCC2)c1 | 1.1% | 0% | . | -0.1%
COc1ccc(C(=O)NC2CC2)cc1OC1CCN(Cc2ccc(NC(C)=O)cc2)CC1 | -3.1% | -2% | . | 0.0%
CCNc1nc(SCC(N)=O)nc2sc3c(c12)CCN(C)C3 | -0.2% | 3% | . | -0.3%
O=C(CSc1nc(NS(=O)(=O)c2ccccc2)cc(=O)[nH]1)Nc1ccccc1Cl | 0.1% | 3% | . | 0.0%
O=c1[nH]c(C2CCN(S(=O)(=O)c3ccc4c(c3)OCCO4)CC2)nc2c1nnn2Cc1ccccc1 | -0.2% | -1% | . | 0.0%
Cc1nnc(NC(=O)CS(=O)(=O)Cc2ccccc2)s1 | -1.1% | 2% | . | -0.1%
CC(Cc1ccccn1)NC(=O)c1ccc(OC2CCN(CCc3ccccc3)CC2)cc1 (centres undefined) | 1.9%[50 µM] | 5% | . | 0.0%
CCOc1cccc(C2C(C(=O)c3ccc(C)o3)=C(O)C(=O)N2Cc2ccccc2)c1 (centres undefined) | -0.2% | -4% | . | -0.1%
CCn1cc([N+](=O)[O-])c(C(=O)N2CCCc3ccccc32)n1 | 1.3%[50 µM] | -6% | . | -0.6%

Taken from above (4 entries):
SMILES | K1F lysis inhibition | Dengue-2 NS5 capping | SV40 large T antigen | West Nile antiviral | others
CCc1cc(CNC(=O)C2CCC(=O)N(CCc3cccc(F)c3)C2)on1 (centres undefined) | 1.2%[50 µM] | 3% | . | -0.4%
Cc1ccc2nc(CCCc3nc4ccc(C)cc4[nH]3)[nH]c2c1 | 4.5% | -10% | . | -1.4%
CN(C)c1cccc(NC(=O)NC2(C)CCS(=O)(=O)C2)c1 (centres undefined) | 0.2% | 1% | . | 1.2%
COc1cccc(NC(=O)CSc2nnnn2C2CCCCC2)c1 | 1.1% | 0% | . | -0.1%

Additional records follow.
SMILES | K1F lysis inhibition | Dengue-2 NS5 capping | SV40 large T antigen | West Nile antiviral | others
COc1ccccc1NC(=O)CSc1nnc(C)s1 | -0.6% | 1% | . | 0.1%
O=C(O)c1cccc(NS(=O)(=O)c2ccc(S(=O)(=O)N3CCOCC3)cc2)c1 | 0.7%[50 µM] | 2% | . | 0.6%
O=C(Nc1cccc(NC(=O)c2ccc(Br)o2)c1)c1ccccc1 | -0.3% | -6% | . | -0.1%
Cn1ncc([N+](=O)[O-])c1C(=O)NC1CCCCCC1 | 0.1% | -8% | . | -0.6%
Cc1ccc(C(=O)N2CC(=O)Nc3ccc(C)cc3C2c2ccccc2)cc1 (centres undefined) | 0.1% | -16% | . | -0.3%
COc1ccc(/C(O)=C2/C(=O)C(=O)N(c3ccccn3)C2c2ccc(C(C)C)cc2)cc1 (centres undefined) | -0.1% | 2% | . | -0.3%
Cc1cc(Br)c(NC(=O)CN2CCCC2)c(Br)c1 | 0.1% | -13% | . | -0.3%
O=[N+]([O-])c1cc(CSC2=NCCN2)ccc1O | -0.1% | 8% | . | 0.3%
COc1ccccc1N1CCN(C(=O)c2c(-c3c(F)cccc3Cl)noc2C)CC1 | -0.1% | 0% | . | -0.4%
CC(C)Cc1ccc(CN2CCCC(NC(=O)c3nn(C)c(=O)c4ccccc34)C2)cc1 (centres undefined) | -1.0%[50 µM] | -5% | . | -1.4%
Cc1oncc1C(=O)Nc1cccc2ccccc12 | 0.0% | -6% | . | 0.1%
Cc1nc(NC(=O)c2ccc(Br)o2)ccc1Br | 1.3%[50 µM] | -4% | . | -1.0%

Overlap with the part before: two compounds; new compounds follow.
SMILES | K1F lysis inhibition | Dengue-2 NS5 capping | SV40 large T antigen | West Nile antiviral | others
Cc1oncc1C(=O)Nc1cccc2ccccc12 | 0.0% | -6% | . | 0.1%
Cc1nc(NC(=O)c2ccc(Br)o2)ccc1Br | 1.3%[50 µM] | -4% | . | -1.0%
COc1ccc(C)cc1N(C(=O)c1snc(C(N)=O)c1N)C(C(=O)NC1CCCCC1)c1ccc(C)o1 (centres undefined) | 0.8% | 0% | . | 2.3%
O=S(=O)(NNc1cccc(Cl)n1)c1ccc(Cl)cc1 | 1.2%[50 µM] | 7% | . | 1.2%
Cc1ccccc1NC(=O)CSc1nc2ccc(Nc3nc(N4CCOCC4)nc(N4CCOCC4)n3)cc2s1 | 0.1% | -3% | . | 2.2%
COc1ccc(NC(=O)c2cc3c(CO)cnc(C)c3oc2=Nc2cccc(C)c2)c(OC)c1 | 0.3% | -8% | . | 2.4%
O=C(NCc1ccc(OC(F)(F)F)cc1)C1CCC(=O)N(C2CC2)C1 (centres undefined) | 0.0% | -8% | . | -1.2%
CCc1ccccc1N(C(=O)c1snc(C(N)=O)c1N)C(C(=O)NCC1CCCO1)c1ccc(OC)c(OC)c1 (centres undefined) | -0.3% | -10% | . | -0.3%
COc1cccc(CCNC(=O)C2CCC(=O)N(C3CC3)C2)c1OC (centres undefined) | 1.8% | -6% | . | 0.0%
Cc1ccc2nc(NCCc3ccccc3)c3nncn3c2c1 | 0.3% | -1% | . | 0.0%
CCn1cc(C(=O)NN)c(=O)c2cc(F)c(NC3CCCCC3)cc21 | -0.1% | -5% | . | -0.2%
CCOC(=O)C1CCCN(C(=O)CCCn2nnnc2CN2CCOCC2)C1 (centres undefined) | 2.5% | -11% | . | 0.3%
CCOc1ccc(N(CC(=O)NC2CCCC2)C(=O)Cn2nnc(-c3ccc(C)o3)n2)cc1 | 0.1% | -9% | . | -0.5%
Cc1c(OC(C(=O)O)c2ccccc2)ccc2c3c(c(=O)oc12)CCC3 (centres undefined) | -0.3% | -13% | . | 0.2%
CC(=O)c1ccc2c(c1)c(C#N)c1ccccc1[n+]2[O-] | 0.1% | ? | . | 0.5%
CCOc1ccccc1N(C(=O)c1snc(C(N)=O)c1N)C(C(=O)NCc1ccccc1)c1ccc(O)cc1 (centres undefined) | 0.2% | 1% | . | 0.7%
CN1C(=O)/C(=C\c2cccc(OCc3ccccc3)c2)SC1=S | 0.1% | 5% | . | -0.2%
O=C(NCCc1cccc(F)c1)C1CCC(=O)N(C2CCCCCC2)C1 (centres undefined) | 0.4% | -5% | . | -0.2%
COC(=O)c1ccc(NC(=O)C2CCCN2C(=O)Nc2cccc(C(C)=O)c2)cc1 (centres undefined) | 0.3% | 2% | . | 0.0%
COc1ccc(NC(=O)c2ccco2)cc1NC(=O)c1cccc(F)c1 | 0.0% | -5% | . | -0.2%
CN1CCN(C2CCN(S(=O)(=O)c3ccc(C(C)(C)C)cc3)CC2)CC1 | 0.2% | -1% | . | -0.6%
COc1ccccc1-c1cc(C(=O)N/N=C/c2ccc(C)o2)c2ccccc2n1 | 2.1%[50 µM] | -6% | . | 0.0%
CCOc1ccc(C(=O)N2CCN(Cc3ccccc3)CC2)cc1OCC | -0.8% | -9% | . | -0.9%
Cc1ccc(Cn2nc3c4cc(F)ccc4n(Cc4ccc(F)cc4)cc-3c2=O)cc1 | 0.0% | -1% | . | -0.5%
COc1ccc2[nH]c(C(=O)N3CCNCC3)cc2c1OC | 0.5% | 7% | . | 0.2%
CCOCc1nnc(NC(=O)c2c(-c3ccccc3)noc2C)s1 | -0.7% | 1% | . | -0.3%
COc1ccc(CC(NC(C)=O)C(=O)NC2CCN(C(=O)c3ccc(Cl)cc3)CC2)cc1 (centres undefined) | 0.4% | -2% | . | 0.5%
CC(=O)c1ccc(OCC(=O)NC2CCCN(Cc3ccccc3F)C2)cc1 (centres undefined) | 0.4% | -3% | . | 0.2%
CN(Cc1cccc2cnccc12)C(=O)c1cc(COc2ccc(F)cc2F)on1 | -0.3% | -2% | . | -1.0%
CC1=NN(c2ccc(C)cc2)C(=O)/C1=C/c1ccc(-c2cc([N+](=O)[O-])ccc2O)o1 | -0.1% | 22% | . | 0.5%
COc1cccc(C(=O)COc2ccc(NC(=O)c3ccccc3)cc2)c1 | 0.2% | -4% | . | -0.6%
C=CCOn1c(=O)c(-c2ccc(Cl)cc2)[n+]([O-])c2ccccc21 | 0.4% | -5% | . | 0.8%
COc1ccc(C(=O)N2CC(=O)Nc3ccc(C)cc3C2c2ccccc2)cc1 (centres undefined) | 0.1% | -5% | . | -0.1%
COc1cccc(NC(=O)N2CCC(NC(=O)C(Cc3ccccc3OC)NC(C)=O)CC2)c1 (centres undefined) | 0.3% | -7% | . | 0.3%
Cc1oc2cc3oc(=O)c(CC(=O)NCCC(=O)O)c(C)c3cc2c1C | 0.0% | -10% | . | 0.0%
Cn1c(-c2ccccc2)cnc1NCc1ccc(F)cc1 | 0.3% | -3% | . | -0.5%
COc1ccc(CN2CCNC(=O)C2CC(=O)N(C)CC2CCOCC2)cc1C (centres undefined) | 0.0% | 1% | . | 0.0%
COc1cc(C(C(=O)NC2CCCCC2)N(C(=O)c2cnccn2)c2ccccc2)cc(OC)c1OC (centres undefined) | 0.2% | -2% | . | 1.0%
COc1ccccc1N(C(=O)c1snc(C(N)=O)c1N)C(C(=O)NCc1ccccc1)c1ccc(O)cc1 (centres undefined) | -0.1% | -6% | . | -0.5%
CC(C)[C@H](NC(=O)c1cccc(CN(Cc2ccccc2)C(=O)c2ccccc2)c1)C(=O)O | 0.5% | -11% | 19% | .
Cc1cc(C)n2nc(C)c(-c3ccccc3)c2n1 | 0.1% | -2% | 13% | .
CC(=O)[C@H]1[C@H]([C@H](O)[C@H](O)CO)O[C@](O)(C(=O)O)C[C@@H]1O | 8.4% | 0% | -1% | .
Cc1cc(Br)cc(C=Nc2ccc(N3CCOCC3)cc2)c1O | 0.4% | -2% | 19% | .
O=C(O)/C(=C\c1ccc2ccccc2c1)c1cccc2ccccc12 | -0.8% | 15% | 29% | .
O=c1c2ccccc2ncn1-c1cccc([N+](=O)[O-])c1 | 1.3% | -12% | 16% | .
O=C(Nc1cccc(F)c1)c1cc(-c2ccco2)nc2ccccc12 | 1.4% | 19% | 22% | .
CCC1NC(=O)c2ccccc2N1c1cccc(Cl)c1 (centres undefined) | -0.3% | -2% | 8% | .
COc1ccc(-c2cc(C(=O)N/N=C/c3cccnc3)c3ccccc3n2)c(OC)c1 | 0.6% | -6% | 11% | .

Arranged by length of the SMILES (highest first): part of the list above
SMILES | K1F lysis inhibition | Dengue-2 NS5 capping | SV40 large T antigen | West Nile antiviral | others
CC(C)[C@H](NC(=O)c1cccc(CN(Cc2ccccc2)C(=O)c2ccccc2)c1)C(=O)O | 0.5% | -11% | 19% | .
COc1ccc(-c2cc(C(=O)N/N=C/c3cccnc3)c3ccccc3n2)c(OC)c1 | 0.6% | -6% | 11% | .
O=c1c2ccccc2ncn1-c1cccc([N+](=O)[O-])c1 | 1.3% | -12% | 16% | .
Cc1cc(Br)cc(C=Nc2ccc(N3CCOCC3)cc2)c1O | 0.4% | -2% | 19% | .
